Bioassay records deposited in PubChem BioAssay by Johns Hopkins Ion Channel Center.
KCNQ2 inh: KCNQ2 channel blockers in CHO-K1 cells – cell-based, FluxOR thallium flux, B-score, primary screen (AID 2156); B-score at 10 µM; 310,000 compounds, 1.1% hits; 20 min; active compounds read low; O88943;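 active = fluorescence ratio B-score at most minus 3 library SDs, with starting brightness B-score within 2 library SDs, cut at about -5.5 in these data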
Target sequence (O88943 whole entry, looked up): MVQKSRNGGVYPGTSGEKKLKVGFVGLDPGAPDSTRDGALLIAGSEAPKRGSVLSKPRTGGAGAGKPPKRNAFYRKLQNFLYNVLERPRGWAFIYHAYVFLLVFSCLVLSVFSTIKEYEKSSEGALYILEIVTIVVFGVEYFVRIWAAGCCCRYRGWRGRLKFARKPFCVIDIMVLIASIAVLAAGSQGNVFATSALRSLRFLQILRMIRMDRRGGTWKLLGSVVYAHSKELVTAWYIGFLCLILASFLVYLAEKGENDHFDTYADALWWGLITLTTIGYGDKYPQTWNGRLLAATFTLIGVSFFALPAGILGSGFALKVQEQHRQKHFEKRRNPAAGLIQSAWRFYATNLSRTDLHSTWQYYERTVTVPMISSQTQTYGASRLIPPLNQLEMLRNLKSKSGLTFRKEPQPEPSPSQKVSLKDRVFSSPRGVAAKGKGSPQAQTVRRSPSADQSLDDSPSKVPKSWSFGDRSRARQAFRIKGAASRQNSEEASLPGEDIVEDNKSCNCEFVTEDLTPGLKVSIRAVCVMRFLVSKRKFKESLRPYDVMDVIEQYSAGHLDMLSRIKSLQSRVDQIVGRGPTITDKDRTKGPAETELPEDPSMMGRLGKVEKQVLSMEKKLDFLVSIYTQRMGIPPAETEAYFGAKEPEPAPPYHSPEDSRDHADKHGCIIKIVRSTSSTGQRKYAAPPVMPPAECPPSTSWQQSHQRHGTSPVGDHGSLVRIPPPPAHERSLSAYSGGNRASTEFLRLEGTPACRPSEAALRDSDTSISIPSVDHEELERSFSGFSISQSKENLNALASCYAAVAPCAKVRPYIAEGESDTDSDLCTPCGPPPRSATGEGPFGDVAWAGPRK
Kir21 inh: Kir2.1 (mouse) channel inhibition. P35561. HEK293-Kir2.1, FluxOR thallium flux fluorescence; active compounds read low. B-score at 10 µM. 310,000 compounds, 0.85% hits. AID 1672;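 active = fluorescence ratio B-score at or below minus 3 SD of library scores, with starting-brightness B-score within 2 SD, cut at about -4.2 in these data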;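 also: channel flux triggered by added potassium and thallium sulfate stimulus; B-score of peak minus minimum fluorescence over baseline after thallium stimulus; more negative B-score means stronger Kir2.1 block with less thallium influx; some compounds called inactive have numbers as strong as hits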
Starred values were filed as active, the others as inactive; i = inactive.

molecule | KCNQ2 inh | Kir21 inh
COc1ccc(C(=O)Nc2ccc(N3CCN(c4ccc(OC)cc4)CC3)c(C#N)c2)cc1 | i | -1.2
O=C(Nc1ccccc1Br)c1c(F)cccc1Cl | i | 0.8
CCOc1ccc(-c2csc(NC(=O)C3CCCO3)n2)cc1 (stereo unspecified) | i | 0.72
COC(=O)C1CCN(C(=O)c2ccccc2Oc2ccccc2)CC1 | i | -0.26
COc1ccccc1CNC(=O)CCN1C(=O)COc2ccc(C)cc21 | i | -1.45
CCn1cc(C2=NCC(C)O2)c2ccccc21 (stereo unspecified) | i | 2.3
O=C(CSc1nccc(-c2cccs2)n1)Nc1ccc(F)c(Cl)c1 | i | -0.84
O=C(N/N=C/C(Cl)=C/c1ccccc1)c1ccncc1 | i | -0.54
CCOc1ccc(NC(=O)CC2C(=O)Nc3ccccc3N2C(=O)c2ccccc2)cc1 (stereo unspecified) | i | -0.15
CCCCN(C)CCCNC(=O)CN1C(=O)CSc2ccc(S(=O)(=O)N3CCOCC3)cc21 | i | -2.15

Arranged by molar mass (high to low): some entries from above.
molecule | KCNQ2 inh | Kir21 inh
CCOc1ccc(NC(=O)CC2C(=O)Nc3ccccc3N2C(=O)c2ccccc2)cc1 (stereo unspecified) | i | -0.15
COC(=O)C1CCN(C(=O)c2ccccc2Oc2ccccc2)CC1 | i | -0.26
CCOc1ccc(-c2csc(NC(=O)C3CCCO3)n2)cc1 (stereo unspecified) | i | 0.72
O=C(N/N=C/C(Cl)=C/c1ccccc1)c1ccncc1 | i | -0.54
CCn1cc(C2=NCC(C)O2)c2ccccc21 (stereo unspecified) | i | 2.3

Returning to the listing, repeating the two entries before the break.
molecule | KCNQ2 inh | Kir21 inh
CCOc1ccc(NC(=O)CC2C(=O)Nc3ccccc3N2C(=O)c2ccccc2)cc1 (stereo unspecified) | i | -0.15
CCCCN(C)CCCNC(=O)CN1C(=O)CSc2ccc(S(=O)(=O)N3CCOCC3)cc21 | i | -2.15
O=C(CSc1cccc2cccnc12)Nc1cc(C(=O)O)cc(C(=O)O)c1 | i | -0.64
COc1ccc(NC(=O)NC2(C(=O)N3CCCCC3)CCCCC2)cc1 | i | 3.01
Cc1cc(C)c2oc(C(=O)NC3CCS(=O)(=O)C3)cc(=O)c2c1 (stereo unspecified) | i | -0.06
CCOC(=O)c1sc(=S)n(C)c1N | i | -0.59
Cc1ccc(C2=C(O)c3ccccc3C(=O)C2=O)cc1 | i | -0.89
CC(C)CCNC(=S)Nc1ccc([N+](=O)[O-])cc1 | i | -11.1*
COc1ccc(/C=C/C(=O)Oc2ccc(/C=N\NC(=O)c3ccc(F)cc3)cc2)cc1 | i | -0.59
COC(=O)c1ccc2c(c1)nc(C)n2CCO | i | 1.63
CCC(=O)OCc1c(C(F)(F)F)nn(C)c1Sc1ccc(F)cc1 | i | -8.42*
C=CCn1c(NCc2ccccc2OC)nc2ccccc21 | i | -0.67
COc1ccc(Nc2nc(OC)nc(N3CCN(c4ccc(OC)cc4)CC3)n2)cc1 | i | -0.84
CCCCN(C)Cc1c(O)ccc2c(-c3ccccc3)cc(=O)oc12 | i | -1.88
COc1ccc2c(c1OC)C(=O)N1c3ccccc3COC21 (stereo unspecified) | i | -2.74
Cc1ccc(N2C(=O)C3C4C=CC(CC4)C3C2=O)cc1Cl (stereo unspecified) | i | 1.09
COc1cccc(/C=N/Nc2c(Cl)cncc2Cl)c1O | i | 0.53
CCC(=O)Nc1cccc(NC(=O)COc2ccc(OC)cc2)c1 | i | 0.99
C(=N\NCc1ccccc1)/c1ccc2ncccc2c1 | i | -0.32
CCOC(=O)C1CCN(C(=O)c2cc3c(s2)-c2ccccc2OC3)CC1 | i | 0.1
Cc1c(Br)c([N+](=O)[O-])nn1CC(=O)N1CCc2ccccc21 | i | 0.01
CC(=O)C(Cc1ccccc1)NC(=O)CCl (stereo unspecified) | i | 1.02
COc1ccc(/C=C2/N=C3CCCCCN3C2=O)cc1 | i | -1.42
Cc1oc2c(C)c3oc(=O)c(CCC(=O)NCCCCCC(=O)O)c(C)c3cc2c1C | i | -1.03
Fc1cccc(CNCC2CCCO2)c1 (stereo unspecified) | i | 0.54
Cn1cc(/C=N/Nc2ccccc2)c2ccccc21 | i | 0.38
O=C(NCc1ccccn1)c1ccc(Cl)c(S(=O)(=O)N2CCOCC2)c1 | i | 0.61
CCCCS(=O)CC(CS(=O)CCCC)OC(=O)c1ccccc1 (stereo unspecified) | i | 0.01
COc1cc(CNC(=O)C2CC2)ccc1OCc1ccccc1 | i | 0.02
O=C(O)c1ccccc1-c1ccccc1C(=O)Nc1ccccc1Br | i | -0.51
Cc1cc(=O)c2cc(Br)ccc2n1CC(=O)NCc1ccccc1 | -8.29* | -1.61
CCOc1ccc(C(=O)OCC(=O)Nc2cc(C)on2)cc1OCC | i | 0.67
Cc1ccn2c(=O)nc(SCC(=O)NC3CCCC3)nc2c1 | i | -0.17
C/C(=N\NC(=S)NCCc1ccccc1)c1cccc(Br)c1 | i | 0.96
CCn1cc(C(=O)NC(C)C)c(=O)c2cc(F)c(N3CCN(C(=O)c4ccco4)CC3)cc21 | i | 0.87
CCOC(=O)C1=C(CC)Nc2ccccc2N=C1NC(=O)Nc1ccc(Cl)c(Cl)c1 | i | 1.94
CC(C)OC(=O)CSc1nnc(COc2ccc([N+](=O)[O-])cc2)n1C | i | -0.42
Cn1c2ccccc2c2n[nH]c(=O)nc21 | i | 1.22
O=C(CCS(=O)(=O)Cc1ccccc1)N1CCc2ccccc2C1 | i | 2.01
CC(=O)c1c(C)nn(CC(O)COc2ccc3c(c2)CCC3)c1C (stereo unspecified) | i | 1.85
COc1ccc(C(=O)Nc2ccc(S(=O)(=O)Nc3onc(C)c3C)cc2)cc1 | i | 0.58
Cn1nc(C(=O)NCCc2ccc(S(N)(=O)=O)cc2)c2c1-c1ccccc1S(=O)(=O)C2 | i | 0.04
CS(=O)(=O)N1CCN(c2ccc(Cl)cc2[N+](=O)[O-])CC1 | i | -0.06
C=CCN1C(=O)/C(=C\c2cccs2)C(C(=O)OC)=C1C | i | 0.1
NCCSSCCN | i | 1.67
COC(=O)C1=C(C)NC(=O)/C1=C\c1cccs1 | i | 0.84
Cc1ccc(C)c(CN2C(=O)CSc3ccc(C(=O)NCC(C)CN4CCC(C)CC4)cc32)c1 (stereo unspecified) | i | -3.06
O=C(CN1CCN(Cc2cccc(F)c2)CC1)Nc1ccccc1F | i | 0.23
CCN(c1cccc(C)c1)S(=O)(=O)c1ccc2c(c1)oc(=O)n2C | i | -0.86
COc1ccc(/C=N/Nc2cc(C)nc3ccc(OC)cc23)c(OC)c1 | -8.96* | -3.25
COCc1cc(Sc2ccc(Cl)cc2)nc(C)n1 | i | -0.25
C/C(=C\C#N)n1nc(C)cc1N | i | -2.15

The results go on:
molecule | KCNQ2 inh | Kir21 inh
O=C(c1sccc1Br)N1CCN(Cc2ccc3c(c2)OCO3)CC1 | i | 2.15
COc1cc(SC#N)ccc1N=Cc1c(C)[nH]n(-c2ccc(C)cc2)c1=O | i | 0.14
O=C(NCc1cccs1)c1cc(-c2ccccc2)on1 | i | -1.62
CC(=O)NC(Nc1nc2c(s1)CCCC2)(C(F)(F)F)C(F)(F)F | i | -0.64
COC(=O)C[C@H]1c2cc(C(F)(F)F)ccc2S(=O)(=O)N1C(C)(C)C | i | -2.19
O=C(O)/C(=C\c1ccco1)NC(=O)c1ccc(Br)o1 | i | 0.27
COc1ccc(C(CNCC(=O)Nc2ccccc2F)N(C)C)cc1 (stereo unspecified) | i | -0.53
Cc1ccc(C)n1-c1ccc(C#N)cn1 | i | -4.24
CC(=O)c1cc(C#N)c(N2CC(C)OC(C)C2)nc1C (stereo unspecified) | i | 1.57
COc1ccc(OC)c(NC(=O)CCNS(=O)(=O)c2ccc3c(c2)c(=O)n(C)c(=O)n3C)c1 | i | -0.96
COCCN(Cc1cc2cc(C)ccc2nc1Cl)C(=O)Nc1ccccc1OC | i | 0.04
COc1ccc(CN2CCC(CNS(=O)(=O)c3cccc(C(F)(F)F)c3)CC2)cc1 | i | -2.53
O=C(C1CCN(S(=O)(=O)c2ccc(Cl)cc2)CC1)N1CCCCCCC1 | i | 1.53
COc1cc2c(cc1OC)C(c1ccc(Br)cc1)N(C(=O)c1ccccc1C(=O)O)CC2 (stereo unspecified) | i | 0.08
CCNC(=S)Nc1ccc(Cc2ccncc2)cc1 | i | -0.03
CCC(C)C(NC(=O)c1ccccc1NC(=O)c1ccc(OC)cc1)C(=O)NCc1ccco1 (stereo unspecified) | i | 0.07
COc1ccc(/C=C/C(=O)Nc2cc(=O)n(C)c(=O)n2C)cc1 | i | 0.94
O=C(Nc1ccc(Cl)cc1)N[C@@H]1c2c(ccc3ccccc23)OC[C@@H]1CO | i | -0.52
CC(C)c1ccc(N2C(=O)/C(=C/N(C)C)SC2=S)cc1 | i | -2.21
CCC(C)(C)NC(=O)CN(Cc1ccccc1)C(=O)CCC(=O)Nc1nccs1 | i | -0.72
O=C(c1cnn(C(=O)COc2ccc(Cl)cc2)c1)c1ccccc1O | i | -0.02
NS(=O)(=O)c1ccc(NC(=O)CSc2nnc(Cc3cccs3)n2-c2ccccc2)cc1 | i | 0.11
CC(NC(=O)c1cccc(OC2CCN(C(=O)C3CC3)CC2)c1)c1ccc(F)cc1 (stereo unspecified) | i | -0.09
O=C1NC(=O)/C(=C/c2ccc(O)cc2)S1 | i | 0.31
O=C(c1ccco1)N1CCn2cccc2C1c1ccccc1 (stereo unspecified) | i | -0.05
Cc1ccc(/C=C2\C(=O)Nc3ccccc32)o1 | i | -0.23
CCCc1[nH]n(-c2ccc([N+](=O)[O-])cc2)c(=O)c1C=NCCc1c[nH]c2ccccc12 | i | 0.34
O=C(COC(=O)c1cc([N+](=O)[O-])ccc1N1CCOCC1)NCCc1ccccc1 | i | -0.12
CCN(C(=O)c1cccc(S(=O)(=O)N2CCCCC2)c1)C1CCS(=O)(=O)C1 (stereo unspecified) | i | -2.35
CN=C(NC1CCCCC1)c1ccc([N+](=O)[O-])cc1 | i | -0.64
Cc1c(C(=O)Nc2ccccc2C(=O)N2CCOCC2)cccc1[N+](=O)[O-] | i | 0.55
CCOC(=O)c1ccc(N2C(=O)CC(N(C)Cc3ccccc3)C2=O)cc1 (stereo unspecified) | i | -1.82
OC12CCCCC1C(c1ccc3c(c1)OCO3)N(Cc1ccc(F)cc1)CC2 (stereo unspecified) | i | 0.63
O=[N+]([O-])c1ccc2nonc2c1Nc1cccc(F)c1 | i | 1.14
CC(NS(=O)(=O)c1ccc(Br)cc1)C(=O)NCCc1ccccc1 (stereo unspecified) | i | -1.16
Clc1ccc(CSc2nnc(Cn3cnc4ccccc43)o2)cc1 | i | -0.97
CCN1C(=O)c2ccccc2S(=O)(=O)c2ccc(C(=O)NCc3cccnc3)cc21 | i | 1.01
COC1CCCN(C(=O)c2ccc(OC3CCN(CCc4ccccc4)CC3)cc2)C1 (stereo unspecified) | i | -0.35
CCCC/C(C)=N/NC(=O)c1cn(-c2ccccc2)nc1-c1ccccc1 | i | 0.33
Cc1ccccc1OC1CCN(C(=O)c2cc(COc3ccccc3)on2)CC1 | i | 0.36
O=C(COC(=O)Cc1ccsc1)Nc1ccccc1 | i | -0.15
CN1CCN(C(=O)/C=C\c2ccc(Cl)cc2)CC1 | i | 0.12
S=C(NCc1ccc2c(c1)OCO2)NC1CC1 | i | -0.93
CC1CCCN(C(=O)C2CCN(S(=O)(=O)c3cccc4nsnc34)CC2)C1 (stereo unspecified) | i | -0.09
Cc1cc(Nc2ccc3c(c2)OCCO3)n2ncnc2n1 | i | -0.13
CCOc1ccccc1NC(=O)C(C)CC (stereo unspecified) | i | -1.13
COc1ccccc1C(=O)Nc1cccc(NC(C)=O)c1 | i | 0.76
CN1C(C(=O)NCc2cccc(C(F)(F)F)c2)CC2Cn3c(nc4cc(Cl)c(Cl)cc43)C21 (stereo unspecified) | i | 1.7
CC(C)OC(=O)Cn1nnc2c(cnn2-c2ccccc2)c1=O | i | 0.23
Nc1nc2ccccc2n1/N=C/c1ccc([N+](=O)[O-])s1 | i | 0.22

The listing continues:
molecule | KCNQ2 inh | Kir21 inh
Cc1cc2nc3n(c2cc1C)CC1CC(C(=O)NCc2cccc(Br)c2)N(C)C31 (stereo unspecified) | i | 1.05
CCc1[nH]c(C)c(C(C)=O)c1C | i | 2.82
O=C(CCc1nnc2n(Cc3ccc(Cl)cc3)c(=O)c3ccccc3n12)NCCN1CCCC1 | i | 0.36
CC1(C)C(C=C(Cl)Cl)C1C(=O)N(Cc1ccccc1Cl)C1CCS(=O)(=O)C1 (stereo unspecified) | i | 0.17
COc1ccc(CCNC(=O)C2CCCN2C(=O)NC2CCCCC2)cc1OC (stereo unspecified) | i | 1.24
CC(=O)Nc1ccc(N(CC(=O)NC2CCCCC2)C(=O)Cn2nnc(-c3ccccc3)n2)cc1 | i | 1.81
O=C(CSc1ncn[nH]1)Nc1nc(-c2ccccc2)cs1 | i | 0.04
Cc1cccc2sc(NC(=O)CSc3nc4ccccc4o3)nc12 | i | 0.78
CN(C)S(=O)(=O)c1cccc(NC(=O)COC(=O)CCC(=O)c2cccs2)c1 | i | 1.31
Cc1cc(NC(=O)CSCC(=O)Nc2ccccc2Oc2ccccc2)no1 | i | -4.84*
Cc1ccc(CN2CCN(CCCn3cccn3)CC2CCO)cc1 (stereo unspecified) | i | 0.02
C=CCC(C(=O)OC)(C(=O)OC)c1ccc(C(F)(F)F)cc1[N+](=O)[O-] | i | -0.01
Cc1ccc(SCc2cc(=O)[nH]c(N3CCN(Cc4ccccc4)CC3)n2)cc1 | i | 0.36
O=C(COC(=O)CNC(=O)c1ccc(Cl)cc1Cl)NC1CCCCCCC1 | i | 1.76
